Bioassay records from PubChem BioAssay.
D3 ag – qHTS of D3 Dopamine Receptor Agonist: qHTS; 0.58% of 410,000 active; max activation, %; D(3) dopamine receptor (Homo sapiens), P35462; D3R DiscoveRx beta-arrestin cells, luminescence, 90 min; in the data active = max activation above about 30%; note: 0% is about no effect; mostly tested at two doses, the higher about 12 µM
Target sequence (P35462 whole entry, looked up): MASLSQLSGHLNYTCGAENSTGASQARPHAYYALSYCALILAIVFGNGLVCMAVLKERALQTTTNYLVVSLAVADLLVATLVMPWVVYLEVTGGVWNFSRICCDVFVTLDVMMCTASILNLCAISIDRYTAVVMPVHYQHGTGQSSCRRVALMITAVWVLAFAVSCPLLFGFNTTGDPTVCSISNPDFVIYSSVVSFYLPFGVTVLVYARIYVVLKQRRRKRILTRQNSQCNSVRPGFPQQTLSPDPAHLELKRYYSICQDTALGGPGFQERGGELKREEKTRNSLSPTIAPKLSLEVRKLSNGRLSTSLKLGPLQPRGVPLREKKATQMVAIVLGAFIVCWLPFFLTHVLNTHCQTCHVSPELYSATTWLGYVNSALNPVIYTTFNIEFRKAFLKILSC
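Cells at 1500/well, incubated overnight, then treated with pinned compounds (dopamine as control) for 90 min at 37 degrees C. DiscoveRx reagent added for 30 - 60 minutes at room temperature; luminescence read.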
GLP1R cytotox – qHTS of GLP-1 Receptor Inverse Agonists: Cytotox Screen; HEK293 cAMP-luciferase reporter cells, luminescence, 24 h; Potency, µM (titrated, usually from 38.3 µM), without a hit: at the top dose activity change, negative = inhibition, most hits filed as inhibitors; 0.13% of 410,000 active;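 note: loss of luciferase light is scored as toxicity; potency is the fitted concentration of half-maximal effect; % is set by controls: 0 for no effect and ±100 for the full control effect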
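Here, cytotoxicity is scored as loss of luminescence. The MLSMR collection was tested on cells seeded in medium containing 10% Nu serum, with a 24 hr compound exposure preceded by 12 hours of culture.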
MCF10A rereplic – A quantitative high throughput screen for small molecules that induce DNA re-replication in MCF 10a normal breast cells. Potency, µM (titrated, usually from 46.1 µM), without a hit: at the top dose activity, positive = re-replication, most hits filed as activators. 2.9% of 350,000 active. MCF 10A DNA re-replication, Hoechst nuclear intensity, 48 h; note: potency is the fitted concentration of half-maximal effect; % of control where 0% means no effect; nearly all actives have a fitted effect of over 50% in size
KB-V1 cytotox – qHTS assay for MDR1-selective chemotherapeutics: Primary screen using the drug-selected MDR subline cells KB-V1 | KB-V1 MDR cells viability, CellTiter-Glo, 72 h | Potency, µM (series often up to 46.1 µM), for the others: at the top dose activity change, negative = cytotoxicity, most hits filed as cytotoxic | 3.4% of 400,000 active | AID 1347076, 2019; note: potency is the fitted concentration of half-maximal effect; % is set by controls: 0 for no effect and ±100 for the full control effect; nearly all actives have a fitted effect of over 60% in size
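Cytotoxicity via CellTiter-Glo luminescence after 72 h compound exposure at 37 degrees C. Cells: drug-selected KB-V1 line, DMEM phenol-red free plus 10% FBS. Compounds tested at multiple concentrations; normalized data fitted to concentration-effect curves.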
KB-3-1 tox – qHTS assay for MDR1-selective chemotherapeutics: Primary screen using the parental adenocarcinoma cell KB-3-1 | KB-3-1 viability, CellTiter-Glo ATP luminescence, 72 h | Potency, µM (top dose mostly 46.1 µM), for inactives: at the highest dose activity change, negative = cytotoxic, hits mostly cytotoxic | 1.4% of 400,000 active; note: potency is the fitted concentration of half-maximal effect; % is set by controls: 0 for no effect and ±100 for the full control effect; nearly all actives have a fitted effect of over 60% in size
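Cells are dispensed, compounds pinned in, plates held at 37 °C for 72 h, then CellTiter-Glo is added and luminescence read after 10 minutes. Cell line: parental KB-3-1 in phenol-red-free DMEM, 10% FBS.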
HT1080NT lethal – qHTS for induction of synthetic lethality in tumor cells producing 2HG: qHTS for the HT-1080-NT fibrosarcoma cell line | HT-1080-NT fibrosarcoma viability, CellTiter-Glo ATP luminescence, 48 h | Potency, µM (highest dose often 46.1 µM), inactives show at the top dose activity, negative = less viability, usual class: cytotoxic | 1.6% of 360,000 active;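 note: NT is the 2HG producing partner of a matched IDH1 knockdown line; potency is the fitted concentration of half-maximal effect; 0% = DMSO-treated cells and -100% = media-only wells without cells; nearly all actives have a fitted effect of over 55% in size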
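Compounds were tested in concentration-response format on HT-1080-NT cells for 48 hours at 37 degrees C. Cell viability came from CellTiter-Glo luminescence; curves were classified by r2, response magnitude and activity.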
HT1080 IDH1KD tx – qHTS for induction of synthetic lethality in tumor cells producing 2HG: qHTS for the HT-1080-IDH1KD cell line; Potency, µM (highest dose often 46.1 µM), for the others: at the top dose activity, negative = toxicity, actives largely listed as cytotoxic; 2% of 360,000 active; HT-1080 IDH1 knockdown viability, ATP luminescence, 48 h;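 note: potency is the fitted concentration of half-maximal effect; 0% = DMSO wells and -100% = cell-free medium wells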
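Viability of IDH1-knockdown HT-1080 fibrosarcoma cells was assessed by CellTiter-Glo after 48 h at 37 °C with titrated compound; concentration-effect curves were classified by fit quality and response size.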
SW480 rerep – A quantitative high throughput screen for small molecules that induce DNA re-replication in SW480 colon adenocarcinoma cells. SW480 DNA re-replication, Hoechst DNA content imaging, 48 h. Potency, µM (top dose mostly 46.1 µM), without a hit: top-dose re-replication activation, actives largely listed as activators. 1.8% of 340,000 active. AID 624297, 2012; note: potency is the fitted concentration of half-maximal effect; % of control where 0% means no effect; nearly all actives have a fitted effect of over 55% in size
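First, 250 cells per well were seeded. Next, compound or vehicle (23 nL) was pinned in, plates sat 48 hr at 37 C. Finally Hoechst was added for 40 min before fluorescence scanning.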
IL-1B inflam inh – qHTS for Inhibitors of Inflammasome Signaling: IL-1-beta AlphaLISA Primary Screen; THP-1 LPS/ATP IL-1B secretion, AlphaLISA, 16 h; stronger effect = lower value; activity change, % at 57.5 µM; 4.7% of 360,000 active; in the data active = activity change below about -50%; inconclusive = mostly about -30% to -49%; note: % is set by controls: 0 for no effect and ±100 for the full control effect
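Secreted IL-1B measured by AlphaLISA bead assay after 16 h compound exposure of THP-1 cells; compounds (final up to 57.5 uM) added 1 h before LPS (250 ng/mL) and ATP (1.25 mM) stimulation; lower signal means less secretion.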
An asterisk follows results filed as active; ? = inconclusive; . = no result given; & = joins results of further samples; [ ] = another dose, or the depositor's remark. Unless noted, calls come from the whole dose curve; as a rule, active = well fitted curve in the direction sought with a large enough effect; inconclusive = small, poorly fitted or top-dose-only effect, or another doubt; inactive = no such curve, though single readings can be large; an effect the other way counts as inactive or inconclusive.

SMILES	D3 ag	GLP1R cytotox	MCF10A rereplic	KB-V1 cytotox	KB-3-1 tox	HT1080NT lethal	HT1080 IDH1KD tx	SW480 rerep	IL-1B inflam inh
COc1ccc(S(=O)(=O)NCCc2cn3nc(C)c(C)nc3n2)cc1F	0	236%[activator]	?	0%	?	8%	15%	?	-2
COc1ccc(N2C=C3C(=O)C(C)(OC(=O)CCc4ccccc4)C(=O)C=C3C=C2c2ccc(C#N)cc2)cc1 (stereo not drawn)	16	-6%	-10%	9%	23%	9%	3%	-2%[9.22 µM]	8
Cc1ccc(SCc2[nH]nc3c2C2(C(=O)Nc4ccc([N+](=O)[O-])cc42)C(C#N)=C(N)O3)cc1 (stereo not drawn)	-26	-13%	21%	-5%	2%	?	?	0%	-6
COc1ccc(NC(=O)c2ccco2)cc1NC(=O)C(C)Oc1ccc(Cl)cc1Cl (stereo not drawn)	-3	-19%	.	-20%	?	.	.	.	.
CCc1ccc(NC(=O)CCc2nc3cccnc3n2Cc2ccc(OC)cc2)cc1	-5	-21%	?	-20%	-30%	-13%	?	?	-6
CN1C2CCC1CC(N(CCc1ccccc1)C(=O)c1ccc(Cl)cc1)C2 (stereo not drawn)	-6	-1%	11%	10%	8%	-25%	-13%	1%	?
O=C(CNC(=O)c1ccccc1F)OCc1nc2ccccc2s1	5	8%[0.307 µM]	-3%	7%	-6%	1%	7%	-1%	23
CS(=O)(=O)c1ccc(Cl)c(NC(=O)COC(=O)CNC(=O)c2cccs2)c1	1	-13%	13%	4%	-2%	9%	8%	2%	5
O=C(OCC(=O)N1CCCCCC1)c1cccnc1Cl	4	-26%	11%	-7%	13%	14%	12%	1%	11
Cn1c(CNS(=O)(=O)c2cccc(Cl)c2)cc(=O)n(C)c1=O	-5	0%	-3%	?	-8%	2%	1%	22%	4
CCNc1nc(NCC)nc(Oc2ccc(N)cc2)n1	0	14%	1%	?	10%	-2%	0%	-6%	34
Cc1cc(C(=O)COc2cc(F)ccc2[N+](=O)[O-])c(C)n1CC1CCCO1 (stereo not drawn)	-2	33%	?	?	0%	-7%	-3%	-6%	0
Cc1cc(-c2ccccc2)nc(N(C)NC(=O)c2c(F)cccc2F)c1S(C)(=O)=O	11	-23%	-2%	-6%	-5%	-8%	-3%	-3%	-19
CC(C)CN(C(=O)CSc1nnc(-c2cccs2)n1N)c1c(N)n(Cc2ccccc2)c(=O)[nH]c1=O	3	16%	-1%	23%	-1%	5%	0%	3%	5
Cc1nc([N+](=O)[O-])c(N2CCN(C)CC2)n1Cc1ccccc1	1	10%	-2%	3%	0%	6%	8%	7%[9.22 µM]	0
COc1ccc(-c2nc3ccccc3s2)cc1NC(=O)c1ccc(C#N)cc1F	-6	3%	.	-8%	7%	.	.	.	.
O=S(=O)(Oc1ccccc1C(=S)N1CCOCC1)c1ccc(Cl)cc1	3	12%	-3%	.	.	-4%	3%	-3%	-5
CCOC(=O)c1c(NC(=S)Nc2ccc(Cl)cc2)sc(C)c1C	-6	13%	0%	3%	-5%	0%	20%	-7%	-2
COc1ccc2c(c1)CCc1c(C(=O)Nc3cnn(Cc4ccc(Cl)cc4Cl)c3)noc1-2	-6	2%	.	4%	24%	.	.	.	.
CCOC(=O)N1CCC(NC(=O)c2oc3c(F)cccc3c2C)CC1	2	-21%	3%	-4%	0%	4%	4%	-12%	0
CCCCn1nc(C(=O)N(C)CC(=O)Nc2ccc(F)c(F)c2F)ccc1=O	-2	-13%	-6%	15µM*	-7%	10%	-7%	-6%	10
c1ccc(C2=Nn3c(nnc3-c3ccncc3)SC2)cc1	-1	19%	8%	0%	26%	3%	5%	?	-18
CCN1C(=O)N/C(=C/c2ccc(Sc3ccc(C)cc3)o2)C1=O	6	6%	22%	-14%	0%	-5%	-29%	?	-10
COc1ccc(N2CCN(Cc3nnc(-c4cccc(Br)c4)o3)CC2)cc1	6	10%	.	6%	6%	.	.	.	.
O=S(=O)(c1ccc(Br)cc1)N1CCCC1	-3	4%	1%	-3%	-3%	-1%	-11%	4%	-1
O=C(NN=Cc1c[nH]c2ccccc12)NN=Cc1c[nH]c2ccccc12	-3	-30%	.	24%	-17%	-16%	-18%	.	-24
COc1cc(NC(=O)CN2C(=O)C(C)N(c3ccc(C)cc3)C2=O)cc(OC)c1 (stereo not drawn)	-2	5%	7%	-3%	1%	3%	-2%	0%	-10
COC(=O)/C=c1/s/c(=C(\C#N)C(=O)NCc2ccco2)n(-c2ccccc2)c1=O	-2	14%	?	-6%	-3%	-6%	-7%	9%	?
C=CCNC(=O)COC(=O)COc1ccc(Cl)cc1C	6	76%[activator]	-1%	?	-5%	6%	1%	-5%	19
c1ccc2c(CNc3ccc(CNc4ncn[nH]4)cc3)cccc2c1	-9	?	1%	-8%	-9%	-2%	?	-5%	5
O=C(NCCCn1ccnc1)c1cc2nc(-c3ccc(Br)cc3)cc(C(F)(F)F)n2n1	2	-1%	15µM*	5%	5%	23µM*	?	?	?
CC(C)c1nc(N2CCOCC2)c(C#N)c2c1CCCC2	5	3%	?	?	1%	-18%	-16%	-2%	25
Cc1ccc(CSc2oc(-c3cccs3)nc2S(=O)(=O)c2ccccc2)cc1	9	1%	.	?	12%	.	.	.	.
Cn1c(=O)c2c(ncn2CC(=O)N2CCc3ccccc3C2)n(C)c1=O	-10	-1%	7%	-14%	-16%	-7%	-4%	-1%	-8
COc1ccc(CCNC(=O)C2CCCN(S(=O)(=O)N3CC(C)CC(C)C3)C2)cc1OC (stereo not drawn)	-11	-16%	8%	?	-15%	9%	16%	-18%	-14
Cc1cccc(CNC(=O)CCn2ccc3cc(S(=O)(=O)N4CCCC4)ccc32)c1	0&5	-34%&-1%	1%	7%&-4%	3%&3%	3%	-4%	-31%[inhibitor]	-7
N#CC1(NC(=O)COC(=O)c2nccnc2N)CCCCC1	-6	8%	0%	27%	8%	4%	2%	-6%	-7
C=CCNC(=O)CN1CCC(O)(c2ccccc2)CC1	-17	3%	2%	10%	8%	7%	1%	0%	22
O=C(CNC(=O)OCc1ccccc1)NC1CCCCCC1	0	6%	0%	0%	11%	0%	4%	9%	-2
CCn1cc(C(=O)NCc2cccs2)c(=O)c2cc(S(=O)(=O)N3CCOCC3)ccc21	-1	4%	-14%	9%	?	-1%	-5%	-3%	0

Rewritten in markdown: three of the compounds above.
| Compound | D3 ag | GLP1R cytotox | MCF10A rereplic | KB-V1 cytotox | KB-3-1 tox | HT1080NT lethal | HT1080 IDH1KD tx | SW480 rerep | IL-1B inflam inh |
| --- | --- | --- | --- | --- | --- | --- | --- | --- | --- |
| COc1ccc2c(c1)CCc1c(C(=O)Nc3cnn(Cc4ccc(Cl)cc4Cl)c3)noc1-2 | -6 | 2% | . | 4% | 24% | . | . | . | . |
| CCOC(=O)N1CCC(NC(=O)c2oc3c(F)cccc3c2C)CC1 | 2 | -21% | 3% | -4% | 0% | 4% | 4% | -12% | 0 |
| CCCCn1nc(C(=O)N(C)CC(=O)Nc2ccc(F)c(F)c2F)ccc1=O | -2 | -13% | -6% | 15µM* | -7% | 10% | -7% | -6% | 10 |

Following part:
SMILES	D3 ag	GLP1R cytotox	MCF10A rereplic	KB-V1 cytotox	KB-3-1 tox	HT1080NT lethal	HT1080 IDH1KD tx	SW480 rerep	IL-1B inflam inh
O=C(CN1C(=O)C(c2ccc(F)cc2)=NC12CCCC2)Nc1ccc(F)cc1	4	-7%	-1%	11%	?	-4%	-4%	4%	-20
Cc1nn2c(N3CCOCC3)cc(C(C)(C)C)nc2c1-c1ccc(Cl)cc1	5	7%	0%	1%	-4%	6%	10%	0%	16
COc1ccc(CNC(=O)C(C)c2ccc([N+](=O)[O-])cc2)cc1 (stereo not drawn)	-8	5%	8%	-17%	1%	-14%	-19%	-4%	4
Cc1ccc(NCCC(=O)c2cccc([N+](=O)[O-])c2)cc1	-6	-5%	6.5µM*	1%	10%	?	?	?	0

Whole records, quoted from the list.
`COc1ccc(CNC(=O)C(C)c2ccc([N+](=O)[O-])cc2)cc1` (stereo not drawn) is listed with D3 ag: -8; GLP1R cytotox: 5%; MCF10A rereplic: 8%; KB-V1 cytotox: -17%; KB-3-1 tox: 1%; HT1080NT lethal: -14%; HT1080 IDH1KD tx: -19%; SW480 rerep: -4%; IL-1B inflam inh: 4
`Cc1nn2c(N3CCOCC3)cc(C(C)(C)C)nc2c1-c1ccc(Cl)cc1` is listed with D3 ag: 5; GLP1R cytotox: 7%; MCF10A rereplic: 0%; KB-V1 cytotox: 1%; KB-3-1 tox: -4%; HT1080NT lethal: 6%; HT1080 IDH1KD tx: 10%; SW480 rerep: 0%; IL-1B inflam inh: 16
